Screening results (PubChem)
rat GALR2 ag: activates the rat galanin receptor 2 | O08726 | cell-based GALR2 agonist screen | activation, % at 10 µM | hit rate 0.5% among 16,000; in the data active = activation above about 15%
OPRK1 antag MB: blocks the human kappa opioid receptor, Maybridge compounds; hit rate 0.4% among 16,000; inhibition, % at 9 µM; AID 652031; OPRK1 cells, antagonist mode, fluorescence readout; in the data active = inhibition above about 50%
Target sequence (P41145 whole entry, looked up): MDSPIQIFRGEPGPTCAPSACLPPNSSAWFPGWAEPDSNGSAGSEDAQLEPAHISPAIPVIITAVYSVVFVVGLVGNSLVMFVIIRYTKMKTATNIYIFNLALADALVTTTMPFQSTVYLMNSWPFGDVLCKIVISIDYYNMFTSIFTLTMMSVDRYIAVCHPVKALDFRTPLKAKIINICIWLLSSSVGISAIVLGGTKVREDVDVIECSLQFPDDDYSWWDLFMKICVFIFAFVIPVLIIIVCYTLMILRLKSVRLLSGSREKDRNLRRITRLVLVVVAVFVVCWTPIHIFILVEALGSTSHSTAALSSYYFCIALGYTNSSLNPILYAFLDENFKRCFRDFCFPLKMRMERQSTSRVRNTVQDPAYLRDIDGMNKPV
TLR4-MyD88 inh: blocks binding of human TLR4 to MyD88; inhibition, % at 10 µM; hit rate 0.06% among 16,000; Cell-based TLR4-MyD88 binding inhibition assay; O00206; in the data active = inhibition above about 45%
NOTCH agonist: agonists of NOTCH signaling. activation, % at 2.5 µM. hit rate 0.4% among 15,000. NOTCH signaling luciferase reporter cells, luminescence. AID 434982; in the data active = activation above about 2.2%
PME-1 Maybr inh: inhibitors of human PME-1 in Maybridge library; Q9Y570; recombinant PME-1, FP-Rh probe fluorescence polarization; inhibition, % at 9 µM; hit rate 0.5% among 16,000; AID 2291; in the data active = inhibition above about 30%
S1P1 agonist: activates the human S1P1 receptor | P21453 | S1P1 agonist cell-based reporter assay | activation, % at 4.5 µM | hit rate 1.5% among 16,000 | AID 1044; in the data active = activation above about 80%
Target sequence (P21453 whole entry, looked up): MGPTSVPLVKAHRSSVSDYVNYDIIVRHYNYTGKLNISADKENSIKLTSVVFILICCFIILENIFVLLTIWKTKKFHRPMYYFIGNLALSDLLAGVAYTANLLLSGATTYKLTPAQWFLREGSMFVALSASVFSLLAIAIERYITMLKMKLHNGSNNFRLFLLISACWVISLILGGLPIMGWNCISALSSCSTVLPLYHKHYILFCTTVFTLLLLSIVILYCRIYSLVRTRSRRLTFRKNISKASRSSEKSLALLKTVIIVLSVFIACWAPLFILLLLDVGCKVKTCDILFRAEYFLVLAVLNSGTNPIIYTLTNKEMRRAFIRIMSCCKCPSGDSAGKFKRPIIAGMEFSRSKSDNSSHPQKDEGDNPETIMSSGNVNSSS
luminol inh ctr: quenches luminol chemiluminescence in Nox1 counter-screen; HRP/luminol/H2O2 chemiluminescence counterscreen; inhibition, % at 6.7 µM; hit rate 0.4% among 16,000; AID 1823; also: reference of the scale not given here
Nox1 inhibitor: inhibitors of human NADPH oxidase 1 (Nox1) | hit rate 0.81% among 16,000 | Q9Y5S8 | HT29 cells, luminol chemiluminescence ROS | inhibition, % at 6.7 µM | AID 1792
The depositor's hits bear a star; · = not tested or not shown. Rule as the data show it, unless noted: active = inhibition above about 75%; inactive = the rest. A portion of the library, so the mix of outcomes need not match the whole.

SMILES	rat GALR2 ag	OPRK1 antag MB	TLR4-MyD88 inh	NOTCH agonist	PME-1 Maybr inh	S1P1 agonist	luminol inh ctr	Nox1 inhibitor
FC(F)(F)c1cc(NC(=S)NCCCN2CCOCC2)cc(C(F)(F)F)c1	-1	-8	-13	-0.5	0	-12	0	25
CN(C(=O)c1ccc2nccnc2c1)C1CCCCC1	-9	-4	1	-0.4	-1	0	2	-9
COc1ccc(OC)c(C(=O)c2ccc(Cl)cc2)c1	-7	-8	7	-0.1	0	14	-3	-18
COC(=O)c1ccc(/C=C/c2cccc(Cl)c2)s1	-1	15	-2	0.0	-6	5	-1	-47
COc1ccc(OC)c(S(=O)(=O)NCCc2ccccn2)c1	-7	6	1	0.2	-1	-10	-1	5
C/C(=N\O)c1cc2cc([N+](=O)[O-])ccc2o1	-6	1	-1	-0.2	-1	-6	-2	-11
Cn1ncc2c(-n3ncc(C#N)c3N)ncnc21	-4	14	13	-0.5	3	-20	-3	-19
Cn1cc(S(=O)(=O)Nc2ccc(Oc3c(Cl)cccc3Cl)nc2)cn1	-5	-5	-2	-0.4	6	6	-8	36
CC1CN(c2ccc(NC(=S)NCc3ccco3)cc2)CC(C)O1 (centres undefined)	-7	0	-19	1.4	3	-5	-36	69
O=[N+]([O-])c1ccc(CSc2nc3ccccc3o2)cc1	-6	13	-3	-0.2	-2	24	4	-27
CN(C)c1cccc2cccc(N(C)C)c12	-6	34	1	-0.3	6	-4	-9	4
Nc1nc(-c2ccc3c(c2)OCCCO3)cc(C(F)(F)F)n1	-6	-2	4	-0.8	2	77	-1	-22
O=C1CSC(=Nc2ccc(F)c(Cl)c2)N1c1ccc(F)c(Cl)c1	-9	-9	-3	-0.8	3	-14	-3	-19
O=C(CC1SC(Cc2ccccc2Cl)=NC1=O)Nc1ccccc1 (centres undefined)	-8	-19	-2	0.5	-4	8	1	5
CC(=O)Nc1ccc(/C=N/NC(=O)c2ccc(C(C)(C)C)cc2)cc1	-8	19	-11	-0.2	3	13	-6	11

Part of the list above in order of molar mass, rising:
SMILES	rat GALR2 ag	OPRK1 antag MB	TLR4-MyD88 inh	NOTCH agonist	PME-1 Maybr inh	S1P1 agonist	luminol inh ctr	Nox1 inhibitor
CN(C)c1cccc2cccc(N(C)C)c12	-6	34	1	-0.3	6	-4	-9	4
C/C(=N\O)c1cc2cc([N+](=O)[O-])ccc2o1	-6	1	-1	-0.2	-1	-6	-2	-11
Cn1ncc2c(-n3ncc(C#N)c3N)ncnc21	-4	14	13	-0.5	3	-20	-3	-19
CN(C(=O)c1ccc2nccnc2c1)C1CCCCC1	-9	-4	1	-0.4	-1	0	2	-9
COc1ccc(OC)c(C(=O)c2ccc(Cl)cc2)c1	-7	-8	7	-0.1	0	14	-3	-18
COC(=O)c1ccc(/C=C/c2cccc(Cl)c2)s1	-1	15	-2	0.0	-6	5	-1	-47
O=[N+]([O-])c1ccc(CSc2nc3ccccc3o2)cc1	-6	13	-3	-0.2	-2	24	4	-27
Nc1nc(-c2ccc3c(c2)OCCCO3)cc(C(F)(F)F)n1	-6	-2	4	-0.8	2	77	-1	-22
CC(=O)Nc1ccc(/C=N/NC(=O)c2ccc(C(C)(C)C)cc2)cc1	-8	19	-11	-0.2	3	13	-6	11
O=C(CC1SC(Cc2ccccc2Cl)=NC1=O)Nc1ccccc1 (centres undefined)	-8	-19	-2	0.5	-4	8	1	5
Cn1cc(S(=O)(=O)Nc2ccc(Oc3c(Cl)cccc3Cl)nc2)cn1	-5	-5	-2	-0.4	6	6	-8	36
FC(F)(F)c1cc(NC(=S)NCCCN2CCOCC2)cc(C(F)(F)F)c1	-1	-8	-13	-0.5	0	-12	0	25

(more compounds)
SMILES	rat GALR2 ag	OPRK1 antag MB	TLR4-MyD88 inh	NOTCH agonist	PME-1 Maybr inh	S1P1 agonist	luminol inh ctr	Nox1 inhibitor
CC(=O)c1csc(-c2cc(C)on2)n1	-9	-4	6	-0.1	1	25	3	-47
NC(=O)N/N=C/c1cc(F)cc(F)c1	-2	11	-1	0.1	3	-5	-1	-28
CC(=O)c1nnn(-c2cc(C(F)(F)F)ccc2Cl)c1C	-6	5	-12	0.3	2	-6	-1	-3
Cc1nc(-c2ncc(-c3ccccc3)o2)c(C(F)(F)F)o1	-6	0	1	-4.8	1	-1	-6	2
N#CC(CO)Cc1cc([N+](=O)[O-])ccc1N1CCOCC1 (centres undefined)	-8	-4	-4	-0.6	3	3	-3	2
CS/C(=N\S(=O)(=O)c1ccccc1)Nc1c(C)nn(C)c1C	-2	-1	-9	0.4	-4	-12	3	-40
COc1ccc(Oc2ccc(C(F)(F)F)c(NC(=O)C3CCC3C(=O)O)c2)cc1 (centres undefined)	-7	-5	-6	-0.9	0	-12	1	-39
C=CCn1c(Sc2ncc(C#N)c(N)n2)nnc1-c1cccs1	-4	0	-2	-1.3	1	4	-3	4
O=C(Cn1nnc(-c2cccc(C(F)(F)F)c2)n1)NNS(=O)(=O)c1cccc(C(F)(F)F)c1	-5	0	-7	0.3	-2	-13	8	-16
O=C(O)c1nccnc1C(=O)Nc1ccc2c(c1)OCO2	-1	6	2	-0.5	1	-18	3	-61
CCOC(=O)C(C(=O)C(F)(F)F)C(NC(N)=S)c1ccco1 (centres undefined)	-7	-6	-7	-0.5	-2	3	-2	8
O=C(NNS(=O)(=O)c1ccccc1Cl)c1nn(-c2ccc(F)cc2)ccc1=O	-5	-22	5	0.1	6	3	21	-43
O=C(CSc1nc2ccccc2c(=O)[nH]1)c1cc2ccccc2o1	-4	2	-4	-0.3	-6	92*	28	14
CCOC(=O)c1csc(-c2sccc2Br)n1	-8	-17	1	-0.2	7	7	-5	18
O=C(c1nc(-c2ccccc2)n(-c2ccccc2)n1)N1CCCCC1	-4	5	11	-0.3	2	0	1	-41
COc1ccc2ncc(-c3ccc(Cl)c(C)c3)nc2c1	-9	18	11	-0.4	-7	38	-1	9
CS(=O)(=O)Nc1csc(C(F)(F)F)c1-c1ccccc1	-4	10	10	-0.4	0	-7	2	-25
NC(=S)N/N=C/c1ncc(C(F)(F)F)cc1Sc1ccc(Cl)cc1	-5	19	8	0.2	7	6	-4	12
c1ccc(-c2nc3ccccc3nc2-c2ccccn2)nc1	-6	-14	3	-0.4	1	-5	2	-58
Cc1c(C(=O)CSc2ccc(Cl)cc2)sc2ccc(Cl)cc12	-8	10	20	-1.0	-13	17	3	-67
C/C(=N\NC(=O)N/N=C(\C)c1ccc([N+](=O)[O-])cc1)c1ccc([N+](=O)[O-])cc1	-7	0	2	-0.4	3	2	-1	-34
O=c1ccc(-c2ccccc2)n[nH]1	-1	-1	-4	-0.4	-2	8	2	-23
O=C(C1CCN(c2nccc(C(F)(F)F)n2)CC1)N1C=CC(C(F)(F)F)=NCC1	-7	13	3	-0.5	-4	-10	1	-29
OC(Cn1cncn1)c1ccc(Cl)cc1Cl (centres undefined)	-7	-6	8	-0.4	-2	50	2	-48
CC(=O)Nc1nc2c(Br)cc(Br)cc2c(=O)s1	1	8	-13	-0.2	7	-61	2	-22
COc1ccc(Cc2nc(-c3ccccc3)n[nH]c2=S)cc1	-7	11	-5	-0.5	9	12	-4	3
Cc1ncc(S(=O)(=O)c2ccc(Cl)cc2)c(N)n1	-2	0	-4	-0.4	-1	9	2	-49
Cc1cc(C)n2nc(-c3ccc(Cl)cc3)cc2n1	-5	2	-2	-0.4	-3	13	1	-12
O=S(=O)(/N=C(\NNC(=S)Nc1cccc(C(F)(F)F)c1)N1CCCC1)c1ccccc1	-4	-26	-10	-0.4	8	0	57	59
CC(=O)c1cnn(-c2ccccn2)c1C	-11	2	-1	-0.6	-3	-8	1	-23
Cc1n[nH]c(C)c1Oc1ccc(Cl)cc1	-5	-2	-8	-0.4	4	12	-5	3
CCOC(=O)CSc1ccc2nnc(-c3ccccc3)n2n1	-6	-4	-1	-0.5	-1	3	3	-30
COc1cc(N=C(N)N=C(N)N)cc(OC)c1	-2	5	1	-0.8	16	-6	2	-31
CN1CCN(c2ccc(NC(=O)c3ccccc3)cc2)CC1	-7	17	2	0.2	-3	16	2	-56
O=C(CCC(=O)NNC(=O)c1ccc(F)cc1)NNC(=O)c1ccc(F)cc1	-6	-2	-4	-0.6	-3	-1	2	-33
CCOC(=O)c1nnn(-c2cc(Cl)cc(Cl)c2)c1Sc1ccccn1	0	-4	6	-0.5	5	22	-4	22
COC(=O)C(C#N)(Cc1ccccc1)Cc1ccccc1	-7	-4	2	-0.5	2	-2	-2	18
CCOC(=O)N1CCN(c2cc(=O)n(C)c(=O)n2C)CC1	-10	3	-3	-0.6	-4	-4	2	-22
O=C(NCc1ccc(-c2ccc(F)cc2F)o1)c1ccc(Cl)cc1	-7	-11	-1	0.2	-3	16	-3	-15
COC(=O)c1sccc1S(=O)(=O)NCc1ccc(S(N)(=O)=O)cc1	-3	9	-3	0.0	9	-7	-6	-6
CC(=O)c1ccc(C2CC2(Cl)Cl)cc1 (centres undefined)	-4	-8	-6	-0.2	4	0	-7	23
O=C(Nc1cc(C(F)(F)F)ccc1N1CCc2ccccc2C1)c1cccs1	1	5	-1	-0.1	4	17	-6	22
CCCCCCCCSc1nnc(/N=C/N(C)C)s1	-3	7	-7	-0.4	7	-8	-5	6
O=c1[nH]c(=S)[nH]c(O)c1/C=C1\C=Nc2ccccc21	4	6	0	-0.5	2	3	12	-8
OCc1sccc1Oc1ccccc1	-7	18	-10	-0.1	3	-4	-6	8
CCOc1cc(/C=N/N2C(=O)c3ccccc3C2=O)ccc1O	-3	14	-4	-0.5	8	4	-8	37
Cc1nn(-c2ccccc2)c2c1C(c1cccnc1)C(C#N)=C(N)O2 (centres undefined)	-4	-15	-5	0.3	6	9	-9	15
O=C(CSCCSCC(=O)c1ccc(F)cc1)c1ccc(F)cc1	-5	-5	2	-0.4	1	-4	-2	-9
CCOC(=O)c1cc(-c2csc(N/N=C/c3ccc(Cl)cc3)n2)on1	-6	6	-4	-0.4	6	-10	0	46
CCc1c(O)c2ccccc2n(-c2ccccc2)c1=O	-2	-9	4	0.1	-1	-11	-3	-29
O=C(NNC(=S)Nc1cccc(C(F)(F)F)c1)c1cccnc1	0	8	-1	1.6	2	-22	17	1
Cc1cscc1S(=O)(=O)c1ccc(Cl)cc1	-3	31	-2	-0.9	-4	-19	2	-45
O=C(c1ccccc1)N1CCN(CCOc2ccccc2)CC1	-5	28	-10	-0.3	8	-5	-5	-26
CCNC(=O)/C(C#N)=C/c1ccc([N+](=O)[O-])s1	-10	12	-7	-0.9	14	3	-4	-10
COC(=O)c1sc2ccccc2c1OC(=O)c1cccs1	-8	-7	-3	-0.7	28	23	4	-69
CSc1nc(=O)[nH]n1-c1ccc([N+](=O)[O-])cc1[N+](=O)[O-]	0	11	-13	-0.4	-2	-5	5	-71
O=C(c1cc2ccccc2s1)N1CCOCC1	-6	9	1	-0.6	-1	-5	2	-57
COC(=O)C1SCCN1S(=O)(=O)c1ccc(-c2cc(C(F)(F)F)on2)s1 (centres undefined)	-6	-14	1	-0.4	2	-19	1	-36
N#CC1=C(c2ccc(Cl)cc2)COC1=O	-5	-17	-1	-0.6	3	-4	0	-75
O=C(Nc1ccc(-c2csnn2)cc1)c1ccc(Cl)cc1	-5	4	-5	-0.4	-2	-12	-1	-17
Continued:
SMILES	rat GALR2 ag	OPRK1 antag MB	TLR4-MyD88 inh	NOTCH agonist	PME-1 Maybr inh	S1P1 agonist	luminol inh ctr	Nox1 inhibitor
O=C(Nc1ccc2c(c1)OCCO2)c1csc(-c2cccs2)n1	-1	6	1	-0.3	-15	-17	-1	26
COc1ccc(C2CC(c3cccs3)=Nc3ccccc3S2)c(Cl)c1OC (centres undefined)	-10	5	-1	-1.0	0	2	-1	-12
COc1ccc(/C=N/N=C(\N)SCc2ccc(F)cc2)cc1	-8	8	·	-0.6	2	10	1	-24
O=c1[nH]c(=S)ccn1-c1nc(-c2ccccc2)sc1-c1ccccc1	-6	-25	-4	0.2	1	8	2	-31
C#CCSc1nnc(-c2ccco2)o1	-8	-12	0	0.5	2	-7	-2	-25
N#Cc1cccc(Oc2ccc(S(=O)(=O)NC3CCS(=O)(=O)C3)cc2)c1Cl (centres undefined)	-9	-21	-3	-0.6	9	60	3	-19
Cc1ccc(S(=O)(=O)OC2CC3CC2C([N+](=O)[O-])C3)cc1 (centres undefined)	-8	-42	-9	0.3	6	-4	-3	-7
O=C(Nc1ccc(-n2ccc(C(F)(F)F)n2)cc1)Nc1ccc2c(c1)CCO2	-7	12	-9	-0.3	0	23	-1	-24
Cc1cc(NC(=O)Nc2ccc(Cl)cc2)n(C)n1	-2	-2	-10	-0.3	2	-1	-4	7
Cc1csc(NC(=O)CN2C(=O)c3ccccc3C2=O)c1C(N)=O	-6	16	1	0.4	1	-16	4	-3
CC(C)(C)C(=O)NC(=O)Nc1cc(C(F)(F)F)ccc1Cl	1	-2	11	0.4	-2	-19	0	-38
CC(c1ccccc1)n1c(SCC(=O)N2CCOCC2)n[nH]c1=O (centres undefined)	-4	16	10	-0.2	1	0	-1	-7
